TDP1 cell CPT – DT40-hTDP1 cell growth loss with CPT; AID 686979; 420,000 compounds, 12% hits; chicken DT40 Tdp1-/-;hTDP1 cells + 20 nM CPT, ATP luminescence, 48 h; Potency, µM (titrated, usually from 46.2 µM), for the others: at the top dose activity change, negative = growth inhibition, actives largely listed as inhibitors; also: nearly all actives have a fitted effect of over 55% in size
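Chicken DT40 Tdp1-/- cells complemented with human TDP1, 400 cells/well, exposed to compounds plus 20 nM camptothecin for at least 48 h at 37 C; viability read as ATP content by CellTiter-Glo luminescence.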
DT40 TDP1 no CPT – qHTS for Inhibitors of human tyrosyl-DNA phosphodiesterase 1 (TDP1): qHTS in cells in absence of CPT; DT40 Tdp1-/- hTDP1 cells, no CPT, ATP luminescence, 48 h; Potency, µM (highest dose often 46.2 µM), without a hit: top-dose activity change, negative = growth inhibition, actives largely listed as inhibitors; 420,000 compounds, 15% hits; also: nearly all actives have a fitted effect of over 55% in size
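No-CPT arm: Tdp1-/-;hTDP1 DT40 cells (400/well) plus compounds, incubated ≥48 hr at 37 °C. Readout CellTiter-Glo luminescence.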
TDP1 inh – inhibitors of human tyrosyl-DNA phosphodiesterase TDP1; Potency, µM (titrated, usually from 130 µM), for the others: top-dose activity change, negative = inhibition, hits mostly inhibitors; recombinant TDP1, AlphaScreen DNA substrate cleavage; AID 485290; Q9NUW8; 350,000 compounds, 0.28% hits; also: nearly all actives have a fitted effect of over 40% in size
Target sequence (Q9NUW8 whole entry, looked up): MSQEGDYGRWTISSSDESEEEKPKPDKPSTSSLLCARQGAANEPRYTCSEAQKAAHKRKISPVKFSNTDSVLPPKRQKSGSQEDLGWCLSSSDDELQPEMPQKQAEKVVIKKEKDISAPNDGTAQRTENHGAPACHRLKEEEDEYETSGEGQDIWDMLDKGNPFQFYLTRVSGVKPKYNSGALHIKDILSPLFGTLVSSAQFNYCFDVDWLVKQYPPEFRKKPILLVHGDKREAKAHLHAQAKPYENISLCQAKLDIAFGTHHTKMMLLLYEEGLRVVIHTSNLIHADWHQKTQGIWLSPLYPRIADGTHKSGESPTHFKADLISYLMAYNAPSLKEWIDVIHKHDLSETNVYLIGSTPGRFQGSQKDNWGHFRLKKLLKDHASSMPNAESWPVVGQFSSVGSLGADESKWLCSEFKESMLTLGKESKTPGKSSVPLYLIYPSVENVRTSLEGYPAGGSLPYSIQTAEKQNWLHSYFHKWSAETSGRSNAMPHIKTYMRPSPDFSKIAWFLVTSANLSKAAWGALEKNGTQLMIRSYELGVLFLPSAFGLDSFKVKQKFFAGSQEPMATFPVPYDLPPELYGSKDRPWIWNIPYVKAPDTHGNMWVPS
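E. coli-derived human Tdp1, 1 nM final. Cpd preinc 15 min RT; substrate 15 nM final, 5 min RT; AS bead mix 10 ug/ml final, 10 min RT. Signal loss = tyrosine-FITC cleavage. No-enzyme wells = max signal.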
Numbers without * were called inactive; ? = inconclusive; · = not tested or not shown; & = joins results of further samples; [ ] = remark or other dose. Calls follow the shape of the dose curve; as a rule, active = well fitted curve in the direction sought with a large enough effect; inconclusive = small, poorly fitted or top-dose-only effect, or another doubt; inactive = no such curve, though single readings can be large; an effect the other way counts as inactive or inconclusive. % is scaled to controls: 0 for no effect and ±100 for the full control effect; potency is read from the fitted curve at half-maximal effect.

SMILES | TDP1 cell CPT | DT40 TDP1 no CPT | TDP1 inh
COc1ccc(Nc2nc(N)nc(CN3CCC(Cc4ccccc4)CC3)n2)cc1 | ? | ? | 3%
CC1=CC(=O)C(C(C)=Nc2ccccc2[N+](=O)[O-])C(=O)O1 (stereo not given) | 9% | 3% | ·
CCC/C(=C1/c2ccccc2C(=O)N1c1ccccc1)c1ccc2c(c1)OCCO2 | ? | -28% | 3%
OC[C@H]1NC[C@@H](O)[C@@H]1O | -1% | -2% | 8%[56.1 µM]
Cc1ccc(C)c(C(=O)NC(C)CCc2ccccc2)c1 (stereo not given) | -23% | 1% | 1%
COc1cccc(CNC(=O)c2nnn(CC(=O)Nc3ccc(Br)cc3)c2N)c1 | 10µM* | 5.2µM* | -6%
CCOC(=O)CSC1=C(C#N)C(=O)NC(c2ccc(OC)cc2)S1 (stereo not given) | 15µM* | 15µM* | 9%
OC(c1nc2ccc(F)cc2[nH]1)C(O)c1nc2ccc(F)cc2[nH]1 (stereo not given) | 2% | -27% | ·
COc1cc(OC)cc(C(=O)NNC(=S)NCc2ccco2)c1 | -21% | -23% | -5%
COc1cccc(/C=C/C(=O)OCC(=O)c2ccc(Br)cc2)c1 | 3% | -6% | ·
Cc1cc(C)c2nc(-c3ccccc3)ccc2c1 | -18% | -22% | ·
CCCCN1CC(COCc2ccccc2)Oc2cccc(NCc3ccc(OC)cc3)c2S1(=O)=O (stereo not given) | ? | ? | ·
O=S1(=O)N=C(N2CCN(Cc3ccccc3)CC2)c2ccccc21 | -11% | -12% | 7%
CSCCC1NC(=S)N(Cc2ccccc2)C1=O (stereo not given) | 2% | 6% | ·
O=C1Nc2ccccc2N(O)N1c1cc(-c2ccc(Cl)cc2)[nH]n1 | -9% | 0% | 5%
CCOc1ccc2nc(N3CCC(C(=O)Nc4cc(C)ccc4C)CC3)sc2c1 | ? | 16µM* | -2%
CC1CCCC(C)N1C(=O)COC(=O)CSc1ccc(C(N)=O)cc1[N+](=O)[O-] (stereo not given) | 9% | -15% | ·
CCc1nn(C(C)C(=O)NCCN2CCN(c3cccc(C)c3C)CC2)c(=O)c2cc3occc3n12 (stereo not given) | ? | 16µM* | 5%
CN1CCN(c2ccc(S(=O)(=O)N3CCCCC3)cc2NC(=O)COc2cccc(Cl)c2)CC1 | ? | ? | -18%[0.505 µM]
COc1cc(NC(=O)Cn2cnc(S(=O)(=O)N3CCC(C)CC3)c2)cc(OC)c1OC | 14% | 15% | 2%
CN(C)S(=O)(=O)c1cccc(NC(=O)COc2cccc(C#N)c2)c1 | -13% | -26% | 4%
Cn1ncc2c(Sc3ccc(Cl)cc3)ncnc21 | -10% | ? | 5%
CCc1noc(C)c1C(=O)N1CCCSC1=Nc1ccccc1C(C)C | -24% | ? | -6%
COc1cc(-c2nnn(CC(=O)NCc3ccccc3)n2)cc(OC)c1OC | ? | 15µM* | -8%&7%
COC(=O)c1cc(S(=O)(=O)NCc2ccc3c(c2)OCO3)cn1C | 3% | -9% | 1%
COc1ccc(/C=C2\SC(=S)N(CCCC(=O)N3CCN(C)CC3)C2=O)cc1OC | -25% | -10% | ·
CN1C[C@@H]2[C@@H]3C(=O)N(Cc4ccccc4)C(=O)[C@@H]3[C@](C)(C1=O)N2C(=O)c1ccc(C(C)(C)C)cc1 | ? | -7% | ·
COc1ccc(C)cc1NC(=O)CSc1ncc2c(n1)-c1ccc(Cl)cc1N(Cc1ccccc1)S2(=O)=O | 9.2µM* | ? | 3%
Cc1ncsc1CCC(=O)N1CCCC(Nc2ccc(C(C)C)cc2)C1 (stereo not given) | ? | 26µM* | 7%
CCOC(=O)Cn1nc(C)c(NC(=O)CCc2ccccc2)c1C | -4% | 1% | -5%
CSc1cccc(NS(=O)(=O)c2ccc(F)cc2)c1 | -20% | -20% | 2%
Cc1ccc(C(=O)NC2CCCCCC2)cc1S(=O)(=O)N1CCOCC1 | -1% | -2% | 3%
CCOc1ccc(CCN2C(=O)C(=O)N([C@@H](CC(C)C)CN3CCC[C@H]3CN3C(=O)C(=O)NC[C@@H]3Cc3ccccc3)C[C@@H]2Cc2ccc(O)cc2)cc1 | ? | ? | ·
CC(C)CN(CCNC(=O)c1cn(C)c2ccc(S(=O)(=O)N3CCCC3)cc2c1=O)CC(C)C | ? | -22%&-9% | 1%&2%
O=C(Nc1cccc(NC(=O)c2ccccc2[N+](=O)[O-])c1)c1ccccc1Cl | -11% | -15% | ·
CC(C)(C)NC(=O)c1cccc(NC(=O)c2cccc(O)c2)c1 | -14% | -6% | -2%
Cc1ccc(S(=O)(=O)CC(=O)N2CCCCCC2)cc1 | -18% | -8% | -2%
COc1ccc(-c2nc(NC3=NCCCCC3)sc2C)cc1 | ? | ? | 4%
C/C(=N\NC(=O)c1cc(C)[nH]n1)C(C)(C)C | -7% | -3% | 3%
CCOc1ccc(C2=CC(c3cccc(Br)c3)n3c(nc4ccccc43)N2)cc1Cl (stereo not given) | ? | 13µM* | 9%

Retrieved by compound from above (2):
SMILES | TDP1 cell CPT | DT40 TDP1 no CPT | TDP1 inh
COC(=O)c1cc(S(=O)(=O)NCc2ccc3c(c2)OCO3)cn1C | 3% | -9% | 1%
Cc1ncsc1CCC(=O)N1CCCC(Nc2ccc(C(C)C)cc2)C1 (stereo not given) | ? | 26µM* | 7%

(continued)
SMILES | TDP1 cell CPT | DT40 TDP1 no CPT | TDP1 inh
Cc1cc(Oc2ccccc2)nc(SCC(=O)Nc2ccc(Cl)c(Cl)c2)n1 | ? | 18µM* | 2%
CC1=NNC(=O)C1Cc1ccccc1 (stereo not given) | 3% | -2% | ·
CC(NC(=O)Nc1ccccc1)c1ccccc1 (stereo not given) | -18% | -10% | 2%
CCN1CCN(c2ncc3c(n2)CCN(Cc2cc(F)cc(F)c2)C3)CC1 | 15µM* | 15µM* | 4%
Cc1nc(C)c(-c2ccc(SCC(=O)Nc3cccc(F)c3)nn2)s1 | 16µM* | 23µM* | 4%
CCOc1cc2c(cc1/C=C1/NC(=O)N(CC(=O)OC)C1=O)OCO2 | 34%[activator] | -10% | 4%
CC(=O)N1CCC(=NNC(=O)c2cccs2)CC1 | 0% | -5% | -5%
CC1CCN(C(=S)Nc2ccc(SC(F)F)cc2)CC1 | 22% | -7% | 3%
Cc1cccc(N2CCN(CCCNc3ncnc4onc(-c5ccc(F)cc5)c34)CC2C)c1 (stereo not given) | ? | 21µM* | 6%
C=CCC1NS(=O)(=O)OCC1C(C)C (stereo not given) | 0% | ? | ·
O=C(Nc1ccncc1)C1c2ccccc2Oc2ccccc21 | -27% | ? | -4%
C[C@@H]1CN([C@@H](C)CO)S(=O)(=O)c2ccc(Br)cc2O[C@H]1CN(C)C(=O)Nc1ccc2c(c1)OCO2 | ? | ? | ·
O=C(Nc1ccccc1C(F)(F)F)N1CCCCCC1 | -4% | -6% | 7%
C=CCN(CC=C)c1ccc(/C=C/c2ccnc3ccccc23)cc1 | 18µM* | ? | ·
CCCCNC(=S)N=Nc1c(O)n(Cc2ccccc2)c2ccccc12 | 16µM* | 2.6µM* | 11%
CCOc1cc(OCC)cc(C(=O)Nc2cccc(-c3nc4ccccc4[nH]3)c2)c1 | 10µM* | 6.5µM* | 2%[12.3 µM]
CC(C)(C)c1ccc(/C=N/OCC(=O)NCc2ccc(F)cc2)cc1 | ? | 16µM* | 3%
O=P(c1ccccc1)(c1ccccc1)C(O)c1ccncc1 (stereo not given) | -11% | -1% | 0%
CS(=O)(=O)NN1C(=O)c2ccccc2NC1c1ccccc1F (stereo not given) | 3% | 23% | ·
COc1ccc(NC(=O)COC(=O)CCCOc2ccc(Cl)cc2Cl)cc1 | 8% | -51% | 0%

6 structures already listed, sorted by length of the SMILES, highest first.
SMILES | TDP1 cell CPT | DT40 TDP1 no CPT | TDP1 inh
COc1cc(NC(=O)Cn2cnc(S(=O)(=O)N3CCC(C)CC3)c2)cc(OC)c1OC | 14% | 15% | 2%
O=S1(=O)N=C(N2CCN(Cc3ccccc3)CC2)c2ccccc21 | -11% | -12% | 7%
C=CCN(CC=C)c1ccc(/C=C/c2ccnc3ccccc23)cc1 | 18µM* | ? | ·
CC(=O)N1CCC(=NNC(=O)c2cccs2)CC1 | 0% | -5% | -5%
Cn1ncc2c(Sc3ccc(Cl)cc3)ncnc21 | -10% | ? | 5%
C=CCC1NS(=O)(=O)OCC1C(C)C (stereo not given) | 0% | ? | ·

Remaining list, next part.
SMILES | TDP1 cell CPT | DT40 TDP1 no CPT | TDP1 inh
COc1ccccc1CC(=O)Nc1ccc(Cl)cc1C(=O)O | 21% | -11% | 0%
Cc1ccc(NC(=O)Nc2ccon2)cc1 | -19% | -5% | 2%
O=C(O)c1cccc(Nc2ccc([N+](=O)[O-])cn2)c1 | -7% | 13% | ·
CCOc1ccccc1N1CCN(C(=O)c2ccc3nc(N)sc3c2)CC1 | -14% | ? | 2%
CCC1CN(C(=O)Nc2cccc3c2CCCC3)c2ccccc2O1 (stereo not given) | ? | 16µM* | 4%
COCc1c(C(C)C)nc(C(C)C)c(/C=C/[C@@H](O)C[C@@H](O)CC(=O)O)c1-c1ccc(F)cc1 | 1.2µM* | 0.6µM* | ·
CC(=O)Nc1cccc(NC(=O)CSc2nc(=O)n(Cc3ccncc3)c3c2CCC3)c1 | -9% | -1% | -17%[0.505 µM]
COc1ccc(N=Nc2cc(OC)c(N)cc2OC)cc1 | -1% | ? | ·
CCCCc1nn2c(=O)cc(COC(=O)c3cccc(NC(=O)c4cccc(Cl)c4)c3)nc2s1 | -3% | -3% | 1%
CCc1noc(C)c1C(=O)N1CCN(S(=O)(=O)c2ccc(C)cc2C)CC1 | 4% | 1% | 9%[0.505 µM]
CC1=C(C(=O)Nc2ccccc2)C(CC(C)C)n2nc(SCc3ccccc3C)nc2N1 (stereo not given) | ? | ? | 0%
COc1ccccc1CNS(=O)(=O)c1c(C)nc2scc(C)n2c1=O | -4%&11% | 23%&9% | 2%&-2%
CCC(=O)Nc1cc(C)c(NC(=O)c2ccccc2OC)cn1 | ? | -10% | 1%
Cc1ccccc1C(=O)N1CCC(C(=O)Nc2ccc(S(=O)(=O)N(C)C(C)C)cc2)CC1 | 15µM* | 21µM* | -2%
COc1ccc(NC(=O)CNC(=O)C2CCCCC2)cc1OC | -18% | ? | 0%
Cc1cccc(NC(=O)c2c(C)nc3ccccn23)c1 | -15% | -36% | 2%
CC(C)(C)c1ccc(C(=O)NCC(c2cccnc2)N2CCc3ccccc3C2)cc1 (stereo not given) | 2.3µM* | 1.8µM* | 6%
CC(=O)Nc1ccc(NC(=O)C(C)Sc2nnc(-c3ccc4c(c3)OCO4)o2)cc1 (stereo not given) | 14% | -17% | -1%
O=C(/C=C/c1ccccc1)c1ccc(NC2=NCCCS2)cc1 | 15µM* | 12µM* | 3%
O=c1c[n+]([O-])c2ccccc2n1OCc1c(F)cccc1F | 13µM* | 21µM* | 5%
Cc1ccnc(NC(=O)C2CC(=O)N(Cc3ccccc3)C2)c1 (stereo not given) | 0% | -6% | ·
CC1=CC(=O)C2=C(C)C[C@@H]3OC(=O)[C@@H](C)[C@H]3C=C12 | 9%[9.04 µM] | 7%[9.04 µM] | 7%
Cc1ccccc1N(CC(=O)NCCc1ccccc1)C(=O)c1ccc(N2CCCC2)nc1 | -14% | -19% | 7%
COCCNC(=O)C1(C)CCCN(C(=O)c2ccc3snnc3c2)C1 (stereo not given) | 8% | 5% | ·
O=C(COC(=O)/C=C/c1cccc(F)c1)NC1CCCCC1 | 6% | -1% | ·
COc1ccc(OC)c(NC(=O)c2ccc(CN(c3cc(Cl)ccc3C)S(=O)(=O)c3ccccc3)cc2)c1 | -24% | ? | -4%
COc1ccc(C(=O)Nc2ccc3oc(-c4cccc5c(Br)cccc45)nc3c2)cc1 | ? | ? | 4%[12.3 µM]
Cc1ccc(C(C(=O)NC2CCCC2)N(C(=O)c2csnn2)c2ccccc2)o1 (stereo not given) | 8% | -1% | ·
CCOC(=O)CSc1nc(Nc2ccc3c(c2)OCO3)c2ccccc2n1 | ? | ? | 6%
Clc1ccc(CN=C(Nc2ccccc2)NC2CCCCC2)cc1 | 18µM* | 23µM* | ·
O=C(O)CC(CC(=O)Nc1nncs1)c1ccccc1 (stereo not given) | -15% | 0% | 0%
Cc1nc(Nc2cc(F)ccc2C)c2nnn(Cc3ccccc3)c2n1 | ? | 21µM* | ·
Cn1c(C(=O)N[C@@H](Cc2ccccc2)C(=O)O)cc2cc(Cl)ccc21 | 14% | 7% | ·
Cc1ccc(N(CC(=O)NCCc2ccccc2)C(=O)CCC(=O)Nc2cc(C)ccn2)cc1 | -9% | ? | 8%
O=C(NC1CCS(=O)(=O)C1)c1ccc2c(c1)OCO2 (stereo not given) | 2% | 0% | -1%[0.505 µM]
Cc1cc(C(=O)NCCCn2ccnc2)cs1 | -2% | 8% | -2%
O=C(CN1CCN(c2cccc(C(F)(F)F)c2)CC1)N(C1CCCC1)C1CCS(=O)(=O)C1 (stereo not given) | ? | ? | 0%

High-throughput results from PubChem BioAssay.
